Screening results: PubChem, The Scripps Research Institute Molecular Screening Center
TTR transcr act: increases transthyretin transcription; SH-SY5Y TTR promoter Gaussia luciferase, luminescence; 100% = recombinant luciferase protein wells; activation, % at 16.7 µM; 92,000 compounds, 1.3% hits; AID 1117267;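 active = activation above the mean of all tested compounds plus 3 SD, cut at about 9.5% in these data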;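 note: cells exposed to compounds for one day before reading; 0% = median of all test compound wells on the plate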
Active calls of the source: *. A portion of the library; rates above refer to the full screens.

| Molecule | TTR transcr act |
| --- | --- |
| COc1cc2c(cc1NC(=O)C(C)OC(=O)c1ccc(S(=O)(=O)Nc3ccccc3Cl)cc1)oc1ccccc12 (stereo not drawn) | -1.0 |
| CC1Cc2cc(S(=O)(=O)CCC(=O)NCc3ccco3)ccc2N1C(=O)C1CC1 (stereo not drawn) | 0.4 |
| C/C(=N\NC(=O)CCc1ccc(S(=O)(=O)N2CCOCC2)cc1)c1ccc(Br)cc1 | 2.1 |
| Nc1ccccc1C(=O)NCc1ccc(F)cc1 | 3.3 |
| O=C(Nc1ccccc1)c1cc(C2CCCN(C(=O)c3ccc4c(c3)CCO4)C2)on1 (stereo not drawn) | -0.8 |
| CCOC(=O)C(=O)/C(=C\N(C)C)c1onc(-c2ccccc2)c1C(=O)OC | 1.1 |
| CC(C(=O)Nc1nccs1)N1C(=O)C2CC=CCC2C1=O (stereo not drawn) | 0.6 |
| C=CCN(CC(O)c1cccc([N+](=O)[O-])c1)C(C)CCc1ccccc1 (stereo not drawn) | 0.1 |
| Cc1cc(C)n(-c2n[nH]c(C)c2[N+](=O)[O-])n1 | 0.6 |
| CC(C)(C)NC(=O)COc1ccc(CNn2nnnc2N)cc1 | 1.6 |
| CC(NC(=O)COC(=O)COc1ccc(Cl)cc1)c1ccccc1 (stereo not drawn) | 1.2 |
| O=C(CN1C(=O)CC(c2ccco2)Sc2ccccc21)NC1CCCCC1 (stereo not drawn) | 0.3 |
| CCOc1cccc(C(=O)Nc2ccccc2OC(F)F)c1 | -1.0 |
| COc1cccc(CC(=O)Nc2nc3c(s2)C(=O)CC(C)(C)C3)c1 | -2.0 |
| O=C(C=Cc1ccc2c(c1)OCO2)C=Cc1ccc2c(c1)OCO2 | -0.2 |
| Cc1ccc(Cl)cc1NC(=O)CNC(=O)N1CC(=O)Nc2ccccc21 | 0.7 |
| COc1ccc(S(=O)(=O)N2CC=C(C(=O)Nc3ccc(NC(C)=O)cc3)CC2)cc1 | 5.2 |
| CN1CCN(c2ccccc2NC(=O)COc2ccc(Br)cc2)CC1 | -1.3 |
| O=C(NC(=S)Nc1cccc(CO)c1)c1ccc(-c2ccccc2)cc1 | 1.2 |
| Cc1nc(C)c(C(=O)C2=C(O)C(=O)N(CCN(C)C)C2c2ccco2)s1 (stereo not drawn) | 1.4 |
| O=Cc1ccc(OCCCOc2cccc3cccnc23)cc1 | 3.6 |
| CCCCN1Cc2cc(C(=O)c3cc(OC)ccc3O)cnc2NC1=O | 0.9 |
| Cc1ccc(S(=O)(=O)NC(=O)C2(C)CCN2C(=O)Cc2ccc(Cl)cc2Cl)nc1 (stereo not drawn) | -0.9 |
| Cc1ccc(S(=O)(=O)N2CCCc3cc(NC(=O)c4c(F)cccc4F)ccc32)cc1 | -1.2 |
| CCN(CC)C(=O)COc1c(-c2ccco2)oc2ccccc2c1=O | 4.6 |

3 entries from above, with the structure last:
| TTR transcr act | structure |
| --- | --- |
| -0.2 | O=C(C=Cc1ccc2c(c1)OCO2)C=Cc1ccc2c(c1)OCO2 |
| 0.7 | Cc1ccc(Cl)cc1NC(=O)CNC(=O)N1CC(=O)Nc2ccccc21 |
| 5.2 | COc1ccc(S(=O)(=O)N2CC=C(C(=O)Nc3ccc(NC(C)=O)cc3)CC2)cc1 |

The list goes on.
| Molecule | TTR transcr act |
| --- | --- |
| CCOC(=O)c1cc2occc2n1CC(=O)NCCOC | 0.2 |
| CCOC(=O)C1=C(Nc2ccc(OC)cc2)OCC1=O | 2.3 |
| O=C(COc1ccc2ccc(=O)oc2c1)NC1CCS(=O)(=O)C1 (stereo not drawn) | 2.4 |
| CC(C)Nc1ncnc2c1cnn2-c1ccc(Cl)cc1 | 5.2 |
| Cc1onc(-c2ccccc2)c1C(=O)N/N=C/c1c(F)cccc1Cl | -0.1 |
| COc1ccc(/C=C/c2nc3sc4c(c3c(=O)o2)CCC4)cc1 | -0.8 |
| COC(=O)c1cccc(Nc2ccc([N+](=O)[O-])cn2)c1 | 0.3 |
| CC(C)C(=O)N1CCC2(CC1)Oc1ccc(Cl)cc1C(=O)C21CC(c2ccccc2)=NO1 (stereo not drawn) | -2.3 |
| CCOc1ccc(S(=O)(=O)NCCC(=O)N2CCN(c3ncccn3)CC2)cc1 | -1.6 |
| O=C(NNC(=O)c1cccc2ccccc12)c1ccc(Cl)c(Cl)c1 | 1.8 |
| O=C(CNC(=O)c1ccco1)OCC(=O)c1ccc(Cl)cc1Cl | 1.2 |
| CCCc1nnc(SCC(=O)N(CC)CC)n1CC1CCCO1 (stereo not drawn) | 1.0 |
| Cc1ccccc1C(=O)N[C@H](C(=O)OCC(=O)NC1CC1)C(C)C | -0.3 |
| COc1ccc(C)cc1-n1nnnc1SC/C(O)=C(\C#N)c1nc2ccccc2[nH]1 | -1.2 |
| COc1cc(C(=O)N2CCC(NC(=O)C(Cc3ccccc3C)NC(C)=O)CC2)cc(OC)c1OC (stereo not drawn) | -0.7 |
| CCC1CCCCN1CCCNC(=O)c1ccc(N2CCOCC2)c(NS(=O)(=O)c2ccc(OC)cc2)c1 (stereo not drawn) | 0.0 |
| Cc1ccc(SCCC(=O)Nc2ccc(Br)c(C)c2)cc1 | -1.7 |
| CCOC(=O)N/N=C(C)/C=C/c1ccccc1 | -0.1 |
| O=C(NC1(C(F)(F)F)NC(=O)N(Cc2cccnc2)C1=O)c1ccc(F)cc1 (stereo not drawn) | -0.7 |
| CCCC(=O)NCCc1cc(OC)c(OC)cc1Br | 0.0 |
| Cc1cc(C)c(C#N)c(SCC(=O)c2cc(C)n(CCc3ccccc3)c2C)n1 | -1.4 |
| O=C(NCC1CCCO1)C1CCCN(Cc2cnn(-c3ccccc3)c2-n2cccc2)C1 (stereo not drawn) | -1.1 |
| Cc1nc(C(=O)N2CCCC(N3CCN(c4ccccc4C)CC3)C2)cs1 (stereo not drawn) | 0.4 |
| O=C(NC(=S)Nc1ccc(S(=O)(=O)N2CCCCCC2)cc1)c1cccs1 | 2.2 |
| CC(NC(=O)Cn1c(NCCO)nc2ccccc21)c1ccccc1 (stereo not drawn) | -3.2 |
| Cc1ccc(S(=O)(=O)N(C)C[C@@H]2Oc3ncc(Br)cc3C(=O)N([C@H](C)CO)C[C@H]2C)cc1 | 0.5 |
| COc1ccc(-n2cnc3cc([N+](=O)[O-])ccc32)cc1 | 2.0 |
| CCCCCCn1c(=O)[nH]c2nc3cc(N)c(C)cc3nc2c1=O | -0.4 |
| COc1ccc(C(C)=O)cc1COc1cccc2cccnc12 | -0.8 |
| CCn1nc(C)c(Br)c1Nc1ccc(Br)cc1 | 4.6 |
| COC(=O)c1cnc(N2CCCN(S(=O)(=O)c3ccccc3)CC2)nc1C(F)(F)F | 1.1 |
| O=C(Cc1cccc(NC(=O)C2CCCN(C(=O)C3CCCC3)C2)c1)Nc1cccc(C(=O)N2CCCCC2)c1 (stereo not drawn) | 3.8 |
| NC(=O)C12NC(Cc3ccccc31)c1ccccc12 (stereo not drawn) | 0.0 |
| CCN(CC)CCN(C(=O)C1=COCCO1)c1nc2c(OC)ccc(OC)c2s1 | -0.6 |
| Cc1ccc(S(=O)(=O)/N=S(\C)C(C)C)cc1 (stereo not drawn) | 0.3 |
| COc1ccc(NC(=O)CN2C(=O)C(C)Oc3ccccc32)cc1 (stereo not drawn) | -0.1 |
| COc1ccc(C(=O)OC(C(=O)c2ccccc2)c2ccccc2)cc1 (stereo not drawn) | 0.6 |
| Cc1ccc(-c2csc3nc4cc(C(=O)NC5CCC(O)CC5)ccc4c(=O)n23)cc1 (stereo not drawn) | -4.2 |
| CCOC(=O)c1cccc(-c2cc(C(=O)OC)c3n(c2=O)CCC3)c1 | -0.9 |
| CCCCN1CCc2c1nc1ccc(Br)cc1c2N | -1.3 |
| Cc1cc(C)c(C#N)c(SCCS(=O)(=O)c2ccc(C(C)(C)C)cc2)n1 | 1.5 |
| CCN(C(=O)COC(=O)Cn1cnc2c1c(=O)n(C)c(=O)n2C)C1CCS(=O)(=O)C1 (stereo not drawn) | -0.3 |
| Cc1cccc(C(=O)NC2C(=O)NNC2c2ccc(Cl)cc2)c1 (stereo not drawn) | 1.9 |
| CCC(=O)Nc1ccc(N2CCCCC2)c(C(=O)Nc2ccccc2C)c1 | 0.8 |
| COc1ccccc1N(C)S(=O)(=O)c1ccc(C(=O)OCC(=O)NCC(F)(F)F)cc1 | -0.2 |
| O=C(C[n+]1cccc(CNC(=O)c2ccc(OC(F)F)cc2)c1)Nc1ccc(F)cc1 | -0.8 |
| CN(C)S(=O)(=O)Nc1ccc(NS(=O)(=O)N(C)C)c(S(=O)(=O)c2ccccc2)c1 | -0.7 |
| COc1ccc(-c2cc(C(F)(F)F)n3nc(C(=O)NCc4ccco4)cc3n2)cc1OC | 0.6 |
| COC(=O)c1ccc(/C=C(\C#N)C(=O)NC(C)c2ccccc2)cc1 (stereo not drawn) | 0.8 |
| NS(=O)(=O)c1ccc(N/C=C\C(=O)c2ccncc2)cc1 | -0.1 |

Next entries follow:
| Molecule | TTR transcr act |
| --- | --- |
| C[C@@H]1CN([C@H](C)CO)C(=O)c2c(c3ccccc3n2C)-c2ccccc2CO[C@H]1CN(C)C(=O)Cc1ccccc1 | -0.6 |
| O=C(c1ccccc1)c1c[nH]c2ccccc12 | -0.3 |
| Cc1nc2cc(C)c(C)cc2s1 | -0.8 |
| CCOc1ccc(NC(=O)CN2C(=O)NC3(CCCCCC3)C2=O)cc1 | -0.6 |
| COc1cc(/C=C2/C(=N)N3C=CSC3=NC2=O)ccc1OCCCOc1c(C)cccc1C | 3.8 |
| Cc1ccc(C#N)c(SCc2cccc(Br)c2)n1 | 13* |
| COC(=O)Nc1ccc(S(=O)(=O)N2CCC(C(=O)N3CCC(C)CC3)CC2)cc1 | 1.1 |
| COC(=O)c1ccc(Cl)c(NC(=O)Cc2ccccc2[N+](=O)[O-])c1 | 0.0 |
| O=C(CCc1ccccc1)OCC(=O)c1ccc([N+](=O)[O-])cc1 | -1.2 |
| CC(C)(C)CN1C(=O)C(=O)NC[C@H]1Cc1ccc(O)cc1 | 3.1 |
| CCOC(=O)C1=C(C)OC(N)=C(C(=O)OCC)C1c1ccncc1 (stereo not drawn) | -2.1 |
| O=C(Nc1cccc2c1CCCC2)c1ccccc1F | -0.5 |
| O=C(NCC(=O)N(c1ccc2c(c1)OCO2)C(C(=O)NC1CCCC1)c1cccs1)c1ccco1 (stereo not drawn) | -1.8 |
| O=C(OCc1ccccc1)C1=NNC2C(=O)N(c3ccccc3)C(=O)C12 (stereo not drawn) | 2.0 |
| COC(=O)C(C#N)C(c1cccnc1)c1c(C)[nH][nH]c1=O (stereo not drawn) | -1.0 |
| O=C(/C=C/c1ccc(F)cc1)c1ccc(N2CCOCC2)cc1 | 4.6 |
| CC(C)(C)NC(=O)c1cc(C(C)(C)C)c(O)c(C(C)(C)C)c1 | -1.2 |
| O=C(Cc1ccccc1)NCC(=O)OCC(=O)c1ccc(F)cc1 | -0.3 |
| CC(C)(C)C(=O)Nc1nc2c(s1)CN(Cc1ccccc1)CC2 | -1.7 |
| O=S(=O)(c1cc(C(F)(F)F)ccc1Cl)N1CCCCCC1 | 3.2 |
| COc1ccc(NC(=O)C2Cc3ccccc3C(=O)O2)cc1 (stereo not drawn) | -1.9 |
| CN(CCCC(=O)O)c1ccc(N=Nc2ccc([N+](=O)[O-])cc2)cc1 | -2.5 |
| C=CC[n+]1c(C)csc1Nc1cccc(Br)c1 | 1.7 |
| COc1cc(C(=O)NC(=S)Nc2cccc3nc(C)ccc23)cc(OC)c1OC | 3.1 |
| N#CC1=C(N)N(c2ccccc2)C(c2cccc([N+](=O)[O-])c2)C1(C#N)C#N (stereo not drawn) | 1.8 |

Grouped by structure: the compounds so far with a thiophene ring, fused or not (3)
| Molecule | TTR transcr act |
| --- | --- |
| COc1ccc(/C=C/c2nc3sc4c(c3c(=O)o2)CCC4)cc1 | -0.8 |
| O=C(NC(=S)Nc1ccc(S(=O)(=O)N2CCCCCC2)cc1)c1cccs1 | 2.2 |
| O=C(NCC(=O)N(c1ccc2c(c1)OCO2)C(C(=O)NC1CCCC1)c1cccs1)c1ccco1 (stereo not drawn) | -1.8 |

Additional results.
| Molecule | TTR transcr act |
| --- | --- |
| CCCNC(=O)N[C@H]1C=C[C@H](CC(=O)NC2CCCCC2)O[C@@H]1CO | 2.1 |
| O=C(Nc1cc(Cl)ccc1N1CCOCC1)c1cccnc1Cl | 0.7 |
| CCOc1ccc(N2CC(C(=O)Nc3ccccc3C(=O)NC3CC3)CC2=O)cc1 (stereo not drawn) | 3.8 |
| Cc1ccc(S(=O)(=O)/N=C(/Nc2ccccc2C)c2ccccc2)cc1 | -1.9 |
| COc1ccc(/C(N)=N/OC(=O)c2ccc3c(c2)OCO3)cc1 | 2.5 |
| Cc1ccc(C(=O)NC2CCCCN(Cc3ccc(Cl)cc3)C2=O)c(C)c1 (stereo not drawn) | 1.4 |
| N#Cc1c2n(c3c(N)ncnc13)CCCCC2 | 1.1 |
| Cc1cccc(CCN(C(=O)c2snc(C(N)=O)c2N)C(C(=O)NCC2CCCO2)c2ccc(F)cc2)c1 (stereo not drawn) | -0.8 |
| CCOC(=O)Cn1nc(/C=C/c2ccc(C)cc2)ccc1=O | -3.5 |
| Cn1c(=O)c2[nH]c(SCc3cccnc3)nc2n(C)c1=S | 0.6 |
| C/C(=N\NC(=S)NC(C)C)c1ccc2c(c1)OCCO2 | 1.0 |
| CCOc1ccc(-n2c(C)nc3cc(C(=O)NCCN4CCOCC4)ccc32)cc1 | 8.8 |
| O=C(CN(Cc1ccccc1)C(=O)CCC(=O)Nc1nccs1)NCC1CCCO1 (stereo not drawn) | 0.9 |
| O=C(CSc1nnc(-c2ccccn2)n1Cc1ccccc1)NC1CCCC1 | -1.0 |
| COCCNc1cc(C)nc2cc(-c3ccc(C)cc3)nn12 | -0.8 |
| COC(=O)c1ccc2c(c1)NC(=O)c1ccccc1S2 | -0.8 |
| Cc1noc(C(=O)NCc2cccnc2)c1Cl | -2.4 |
| CCOC(=O)CC(C#N)c1c[nH]c2ccccc12 (stereo not drawn) | -1.7 |
| C=CCn1c(SCC(=O)NCC(=O)OCC)nnc1-c1cccc(OC)c1 | -0.3 |
| Cc1cc(Cl)ccc1Oc1nc(-c2ccccc2)ncc1S(C)(=O)=O | 2.3 |
| CC(C)(C)OC(=O)N[C@H]1C=C[C@@H](CC(=O)OCC(F)(F)F)C1 | 1.4 |
| COc1ccccc1CNC(=O)COc1ccc(S(=O)(=O)N2CCOCC2)cc1 | 0.0 |
| COc1ccccc1/C=C/CN1CCCCC1 | 0.4 |
